# Assay outcomes (PubChem)
# NR2F2 inh – NR2F2 transcriptional activity inhibitors, primary screen, cell-based, luciferase reporter, HEK293T, luminescence; HEK293T NGFI-A luciferase reporter; COUP transcription factor 2 (Homo sapiens), P24468; AID 686940, 2013; 0.7% of 370,000 active; inhibition, % at 8.6 µM;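 active = inhibition above a per-plate cutoff, mean inhibition of test wells between control levels plus 3 SD, cut at about 38% in these data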;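 note: cells cotransfected with COUP-TFII expression vector driving the NGFI-A reporter; 0% = median of COUP-TF2 test wells and 100% = reporter-only cells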
# NCOA3 inh – SRC3 coactivator transcriptional activity inhibitors, primary screen, cell-based, luminescence; Nuclear receptor coactivator 3 (Homo sapiens), Q9Y6Q9; HEK293 GAL4-SRC3 luciferase reporter; inhibition, % at 3.6 µM; 0.17% of 360,000 active; AID 588352, 2011;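 active = inhibition above a per-campaign cutoff, the mean of all compounds plus 3 SD, cut at about 60% in these data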;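 note: 0% = DMSO-treated cells and 100% = gossypol-treated cells at 36 µM; higher means less SRC3-driven luciferase light from the GAL4 reporter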
# MC4R antag cAMP – MC4R antagonists of cAMP signaling, primary screen, cell-based, TR-FRET, antagonist arm of biased-ligand search | Melanocortin receptor 4 (Homo sapiens), P32245 | MC4R-expressing cells, MTII-stimulated cAMP, LANCE TR-FRET | inhibition, % at 6.5 µM | 0.48% of 360,000 active;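 active = inhibition above its plate's cutoff, the mean of tested wells on that plate plus 3 SD, cut at about 29% in these data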;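 note: 0% = Melanotan II alone and 100% = Melanotan II plus saturating MCL0020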
# Target sequence (P32245 whole entry, looked up): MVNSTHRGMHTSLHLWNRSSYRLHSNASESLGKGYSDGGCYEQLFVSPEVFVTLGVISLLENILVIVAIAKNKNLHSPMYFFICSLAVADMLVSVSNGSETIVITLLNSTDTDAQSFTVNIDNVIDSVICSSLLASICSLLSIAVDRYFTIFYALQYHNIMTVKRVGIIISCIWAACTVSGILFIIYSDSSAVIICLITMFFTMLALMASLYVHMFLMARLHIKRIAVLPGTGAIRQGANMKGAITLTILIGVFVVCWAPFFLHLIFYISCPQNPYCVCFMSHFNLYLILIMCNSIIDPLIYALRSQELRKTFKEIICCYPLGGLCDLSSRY
#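 System – human MC4R-expressing U2OS cells · Also added – Melanotan II · Dosing – one concentration, 6.5 µM nominal · Timing – 30-min compound, 1-h challenge, 1-h detection, room temperature · Measured by – Eu-cAMP/anti-cAMP TR-FRET, emission 671 nm · Replicates – singlicate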
# TLR9-MyD88 inh – inhibitors of TLR9-MyD88 association in cells, primary screen, cell-based, CHO, BLA complementation, fluorescence; 0.21% of 340,000 active; CCF4 FRET ratio; Toll-like receptor 9 (Homo sapiens) + Myeloid differentiation primary response protein …; inhibition, % at 4.98 µM; AID 504734, 2011;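 active = inhibition above the mean over all tested compounds plus 3 SD, cut at about 21% in these data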;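 note: 0% = DMSO only wells and 100% = clavulanate BLA inhibitor control wells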
# NCOA1 inh – SRC1 coactivator transcriptional activity inhibitors, primary screen, cell-based, luminescence. Nuclear receptor coactivator 1 (Homo sapiens), Q15788. HEK293 GAL4-SRC1 luciferase reporter. inhibition, % at 3.6 µM. 0.12% of 360,000 active. AID 588354, 2011;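 active = inhibition above the campaign mean plus 3 SD, with each screening campaign given its own cutoff, cut at about 60% in these data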;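 note: 0% = DMSO treated cells and 100% = gossypol at 36 µM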
# ABHD5-PLIN5 inh – ABHD5-PLIN5 interaction inhibitors, primary screen, cell lysate, split luciferase complementation, luminescence; Perilipin-5 (Homo sapiens) + 1-acylglycerol-3-phosphate O-acyltransferase ABHD5 (Homo …; Split G. princeps luciferase complementation, 4 h; inhibition, % at 4 µM; 0.78% of 360,000 active;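 active = inhibition above the mean inhibition across every tested compound plus 3 SD, cut at about 22% in these data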;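 note: 0% = DMSO only wells and the 100% control is not disclosed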
# NOD2-RIPK2 inh – NOD2-RIPK2 binding disruptors in cells, primary screen, fluorescence, CHO cells, BLA complementation; Receptor-interacting serine/threonine-protein kinase 2 (Homo sapiens), O43353; CCF4 ratio; inhibition, % at 4.98 µM; 0.38% of 360,000 active; in the data active = inhibition above about 21%;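 note: 0% = vehicle only and 100% = reference blocker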
# LRH-1 inv ag – LRH-1 (NR5A2) inverse agonists, primary screen, cell-based, luminescence, HEK293T, StAR-luciferase reporter; AID 602396, 2012; LRH-1 transfected, 24 h; inhibition, % at 3.6 µM; 0.13% of 360,000 active;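 active = inhibition above the mean inhibition of all tested compounds plus 3 SD, cut at about 73% in these data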;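 note: 0% = DMSO wells and 100% = reporter-only cells lacking LRH-1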
# Target sequence (O00482 whole entry, looked up): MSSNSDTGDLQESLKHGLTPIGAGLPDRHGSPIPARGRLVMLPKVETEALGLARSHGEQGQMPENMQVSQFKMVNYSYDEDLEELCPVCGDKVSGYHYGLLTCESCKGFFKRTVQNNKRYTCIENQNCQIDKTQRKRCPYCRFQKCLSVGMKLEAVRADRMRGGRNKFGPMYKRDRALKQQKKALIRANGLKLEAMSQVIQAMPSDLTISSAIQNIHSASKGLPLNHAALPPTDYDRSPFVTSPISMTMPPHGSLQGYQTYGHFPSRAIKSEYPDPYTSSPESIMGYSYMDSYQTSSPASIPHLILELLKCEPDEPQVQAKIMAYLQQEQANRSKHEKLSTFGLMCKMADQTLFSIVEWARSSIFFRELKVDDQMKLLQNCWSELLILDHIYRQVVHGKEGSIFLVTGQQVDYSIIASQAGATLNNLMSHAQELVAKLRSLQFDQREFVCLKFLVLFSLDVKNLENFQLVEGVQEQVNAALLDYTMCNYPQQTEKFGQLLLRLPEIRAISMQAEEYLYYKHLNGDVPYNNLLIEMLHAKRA
# MC4R barr agon – MC4R agonists recruiting beta-arrestin, primary screen, cell-based, luminescence, agonist arm of biased-ligand search | AID 540308, 2011 | activation, % at 8.9 µM | U2OS MC4R beta-arrestin complementation; percent of melanotan II response, DMSO zero | 0.98% of 360,000 active | Melanocortin receptor 4 (Homo sapiens), P32245;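 active = activation above a per-plate cutoff, the mean activation of sample wells on that plate plus 3 SD, cut at about 8% in these data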
# NCOA2 inhibitor – inhibition of GAL4-SRC2 driven luciferase reporter, primary screen, SRC2 inhibitor project, cell-based, luminescence; Nuclear receptor coactivator 2 (Homo sapiens), Q15596; HEK293 GAL4-SRC2 luciferase reporter; inhibition, % at 9 µM; 0.17% of 370,000 active; AID 651957, 2012;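 active = inhibition above the mean inhibition of all tested compounds plus 3 SD, set per campaign, cut at about 52% in these data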;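 note: 0% = DMSO treated cells and 100% = cells given Gossypol at 36 µM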
# LMP1 NFkB inh – EBV LMP1-driven NF-kappaB luciferase reporter inhibitors, primary screen, cell-based, luminescence, single point; inhibition, % at 12.5 µM; LMP1-induced NF-kappaB luciferase reporter cells; 0.69% of 350,000 active; in the data active = inhibition above about 41%;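 note: 0% = neutral control wells and 100% = reference inhibitor control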
# An asterisk follows results filed as active; x = not tested or not shown. This is a subset. The share of hits here may be higher or lower than overall.
NR2F2 inh,NCOA3 inh,MC4R antag cAMP,TLR9-MyD88 inh,NCOA1 inh,ABHD5-PLIN5 inh,NOD2-RIPK2 inh,LRH-1 inv ag,MC4R barr agon,NCOA2 inhibitor,LMP1 NFkB inh,canonical_smiles
-17,-7,11,-2,-11,-10,-1,7,0.4,3,6,CCOC(=O)c1cc(C#N)c(SCC(=O)c2cc(C#N)c(SC)nc2C)nc1C
12,9,15,-1,0,-7,1,5,4.2,-30,6,O=C(/C=C/c1ccccc1)NC(NC(=S)Nc1cccc(O)c1)C(Cl)(Cl)Cl (configuration not stated)
5,-7,11,0,-2,3,-2,-1,2.4,-9,7,CCCCCC(=O)N1C[C@@H](n2cc(COC(=O)c3ccccc3)nn2)[C@H](O)C[C@@H]1c1ccc(Cl)cc1
-24,-136,4,8,-88,5,12,-85,-1.1,-36,-33,C=CCNC(=O)c1ccc2nc(Cc3ccc(OC)cc3)oc2c1
-12,2,5,-2,-14,-5,8,-21,-0.6,-30,7,CCC(CC)c1nnc(NC(=O)CCN2C(=O)c3ccccc3C2=O)s1
6,11,8,1,22,13,11,4,-1.9,-84,50*,CC(=NNC(=S)N1CCC1)c1ccccn1
-17,-33,-3,1,-32,0,-12,-31,-2.9,-48,-1,O=C(NC1CCCC1)c1cc2ccccc2o1
7,8,6,-4,-13,-1,4,8,-2.0,-1,-4,O=C(O)c1ccc(N2CCOCC2)c(N2C(=O)C3C4C=CC(C4)C3C2=O)c1 (configuration not stated)
4,5,8,5,4,3,5,-1,4.1,-2,-17,O=C1c2ccsc2SCCN1Cc1c(Cl)cccc1Cl
4,2,20,-5,1,-7,0,-8,1.9,32,7,COC(=O)c1ccc(/C=C2\SC(=S)N(CCCC(=O)NCCCN3CCOCC3)C2=O)cc1
7,-10,x,x,10,-2,1,24,x,-28,x,Cn1c(=O)c2c(-c3ccccc3)n(-c3ccccc3F)cc2n(C)c1=O
-25,-22,7,0,-47,-3,9,-47,-2.2,-10,-20,COc1ccc(CCNC(=O)c2cc(COc3c(F)cccc3F)on2)c(OC)c1
-6,-14,21,-1,-3,-1,-6,38,-0.4,-62,-6,Cn1c(SCC(=O)Nc2ccc(N3CCOCC3)cc2)nnc1-c1ccccc1F
7,8,10,1,5,19,-15,17,2.4,15,-10,COc1ccccc1CNC(=O)COC(=O)c1nc(Cl)ccc1Cl
23,-4,-1,3,-10,10,5,9,0.6,17,9,CN(C)/C=C/C(=O)c1nnn(C2CCCCC2)c1NC1CCCCC1
x,-7,-5,-10,-44,-1,-4,-7,-2.4,x,10,CCOc1ccc2nc(N(CCN(C)C)C(=O)/C=C/c3cccs3)sc2c1
-19,-14,-5,7,-12,0,-3,-6,-1.6,-24,-30,CC(C)(C)NC(=O)CSc1nnc(-c2c[nH]c3ccccc23)o1
1,23,2,-4,-14,-3,-12,7,-2.7,27,-8,CC(C)C1Cc2[nH]c(=O)c(C(=O)O)cc2CO1 (configuration not stated)
-8,-8,9,2,14,1,-4,18,0.3,0,1,COc1ccccc1C(=O)NCCC(=O)NCC(C)(C)N1CCOCC1
-3,4,8,-2,-24,2,2,18,-1.5,-12,-12,COC(=O)c1c(F)c(F)c(N2CCOCC2)c(F)c1F

# Shown comma-delimited: entries from further up
molecule,NR2F2 inh,NCOA3 inh,MC4R antag cAMP,TLR9-MyD88 inh,NCOA1 inh,ABHD5-PLIN5 inh,NOD2-RIPK2 inh,LRH-1 inv ag,MC4R barr agon,NCOA2 inhibitor,LMP1 NFkB inh
COc1ccc(CCNC(=O)c2cc(COc3c(F)cccc3F)on2)c(OC)c1,-25,-22,7,0,-47,-3,9,-47,-2.2,-10,-20
Cn1c(SCC(=O)Nc2ccc(N3CCOCC3)cc2)nnc1-c1ccccc1F,-6,-14,21,-1,-3,-1,-6,38,-0.4,-62,-6
COc1ccccc1CNC(=O)COC(=O)c1nc(Cl)ccc1Cl,7,8,10,1,5,19,-15,17,2.4,15,-10

# The list goes on.
NR2F2 inh,NCOA3 inh,MC4R antag cAMP,TLR9-MyD88 inh,NCOA1 inh,ABHD5-PLIN5 inh,NOD2-RIPK2 inh,LRH-1 inv ag,MC4R barr agon,NCOA2 inhibitor,LMP1 NFkB inh,canonical_smiles
-12,3,1,x,5,5,-18,10,-0.7,-16,x,CCCN1CCC(C(=O)NC(c2ccc(F)cc2)c2ncccc2C)CC1 (configuration not stated)
12,6,2,0,14,-4,5,18,1.9,-2,1,CCOC(=O)N1CCN(C(=O)COc2cccc3c2CCN(Cc2ccccc2F)C3=O)CC1
-10,3,-5,0,5,5,-3,21,0.8,-25,0,Cc1ccc(NC(=O)CSCC(=O)Nc2cc(Cl)ccc2N2CCN(C)CC2)cc1
10,-4,3,-6,25,-1,-6,9,3.1,11,1,COc1cccc(CNC(=O)C2CCN(S(=O)(=O)c3ccc(-n4cnnn4)cc3)CC2)c1
0,0,-1,-9,11,0,-16,-8,0.7,-14,7,O=C(O)CC1S/C(=N/N=C/c2ccc(-c3ccc(Cl)c([N+](=O)[O-])c3)o2)NC1=O (configuration not stated)
-15,-8,1,1,-7,1,1,5,-0.6,-14,-10,CC1(C)COC2(OC1)C(=O)N(CN1CCOCC1)c1ccccc12
6,2,-6,1,2,5,-3,1,-2.0,1,5,Cc1ccc(N(CC(=O)N2CCN(Cc3ccccc3)CC2)S(C)(=O)=O)cc1C
12,18,0,5,-11,-7,9,14,-1.7,-10,3,O=C(COC(=O)c1cccs1)Nc1ccccc1[N+](=O)[O-]
20,-2,5,2,-10,3,-7,3,1.1,1,0,Cc1ccc(S(=O)(=O)NC(C(=O)OCC(=O)NC(=O)c2cccn2C)C(C)C)cc1 (configuration not stated)
7,14,21,-3,1,3,-1,-7,-2.3,-9,-4,CCOC(=O)N1CCC(NC(=O)C(C)n2c3ccccc3c3cnn(C)c(=O)c32)CC1 (configuration not stated)

# Entries of single compounds as entered above.
# `Cc1ccc(S(=O)(=O)NC(C(=O)OCC(=O)NC(=O)c2cccn2C)C(C)C)cc1` (configuration not stated) in the list: NR2F2 inh = 20; NCOA3 inh = -2; MC4R antag cAMP = 5; TLR9-MyD88 inh = 2; NCOA1 inh = -10; ABHD5-PLIN5 inh = 3; NOD2-RIPK2 inh = -7; LRH-1 inv ag = 3; MC4R barr agon = 1.1; NCOA2 inhibitor = 1; LMP1 NFkB inh = 0
# `CCCN1CCC(C(=O)NC(c2ccc(F)cc2)c2ncccc2C)CC1` (configuration not stated) in the list: NR2F2 inh = -12; NCOA3 inh = 3; MC4R antag cAMP = 1; TLR9-MyD88 inh = x; NCOA1 inh = 5; ABHD5-PLIN5 inh = 5; NOD2-RIPK2 inh = -18; LRH-1 inv ag = 10; MC4R barr agon = -0.7; NCOA2 inhibitor = -16; LMP1 NFkB inh = x

# More results:
NR2F2 inh,NCOA3 inh,MC4R antag cAMP,TLR9-MyD88 inh,NCOA1 inh,ABHD5-PLIN5 inh,NOD2-RIPK2 inh,LRH-1 inv ag,MC4R barr agon,NCOA2 inhibitor,LMP1 NFkB inh,canonical_smiles
4,-3,18,-15,-3,0,-5,-24,2.1,-20,-1,CCC(=O)c1cc(F)ccc1OCC(=O)Nc1ccc2c(c1)OCCO2
-17,-2,-9,-1,-153,4,-12,-1,-3.6,-27,-15,CN(C)c1ccc(/C=C/C(=O)c2c(O)c3ccccc3oc2=O)cc1
2,16,6,1,-2,-6,-2,5,-1.8,2,3,CN(C)CCNc1c2c(c(C#N)c3nc4ccccc4n13)CCCC2
12,x,x,x,x,10,5,-13,x,4,x,COC(=O)[C@@]12C[C@@H](CC(=O)NCc3ccc(C)o3)C(=O)N(Cc3ccc4c(c3)OCO4)C1=CCC(C)(C)C2
11,15,8,5,18,-6,-5,-2,-0.5,12,5,O=C(Nc1cccc(S(=O)(=O)Nc2ccc(SC(F)F)cc2)c1)C1CCC1
-7,-41,5,11,-13,2,4,-33,-2.5,-30,1,O=C(O)c1ccc(NC(=O)c2cc3ccccc3o2)cc1
-15,-34,-1,-1,-48,-3,-3,-49,-3.0,4,3,N#Cc1c(NC(=O)C2CC2)sc2c1CCCCC2
7,9,5,19,4,-1,-16,-5,-1.8,-14,-13,CCOc1ccc(Br)cc1/C=N/NC(=O)c1ccncc1
-7,-14,12,2,-11,3,-11,-19,-2.6,-17,4,COC(=O)NNC(=O)c1ccc(C)c(Br)c1
10,-1,2,-1,4,-10,0,-4,-0.8,-6,1,COc1ccc(NC(=O)C(=O)N/N=C/c2cccnc2)cc1
-4,10,1,11,10,5,-5,-5,0.1,-19,-8,OC1COC(c2ccccc2)OC1C1OC(c2ccccc2)OCC1O (configuration not stated)
0,17,9,6,-1,0,2,3,-1.1,18,0,O=C(Cn1cnc2ccccc2c1=O)Nc1ccc(N2CCOCC2)cc1
3,-33,-1,-11,-21,2,5,13,-2.2,1,-6,Cn1nc(C(=O)OCC(=O)NCc2ccc(Cl)cc2)c2ccccc2c1=O
-2,4,6,-13,-16,-7,-4,10,0.3,-12,8,CCOC(=O)C1(CCOc2ccccc2)CCN(Cc2ccc(OC)c(O)c2)CC1
-21,-18,2,-4,-15,1,-5,28,0.8,-20,1,CC1(C)CC(=O)C=C(c2ccc(I)cc2)C1
13,4,3,4,0,2,-9,-13,-0.7,-9,-3,CC1CN(C(=O)COC(=O)/C=C/c2ccccc2)CC(C)O1 (configuration not stated)
-14,-13,8,-4,-18,-9,2,-33,-0.9,-5,15,CC1Cc2cc(C3(O)C(=O)c4ccccc4C3=O)ccc2N1 (configuration not stated)
-2,0,14,6,11,0,-1,4,0.9,6,-3,Cc1nnc(SCC(=O)NC2CC2)n1CCc1ccccc1
4,18,7,-5,-9,1,-12,11,-0.8,-14,-7,Cc1cc(=O)[nH]c2c1c(C)nn2C1CCCCC1
3,13,-4,x,12,5,-8,9,2.8,-8,x,COc1ccc(Nc2nc(NCc3ccco3)nc(N)c2[N+](=O)[O-])cc1
